Bioassay records (PubChem)
NCI-60 one-dose screen, 48 h, at 10 µM unless noted. Numbers give growth in % (100 = growth as untreated, 0 = no growth, -100 = all killed).
HCT-15: HCT-15 colon cancer | 82,000 tested, 5.2% active | AID 1794746
NCI/ADR-RES: NCI/ADR-RES ovarian cells | AID 1794790 | 81,000 tested, 4.4% active
HT29: HT29 colon cancer. 81,000 tested, 7.4% active. AID 1794748
NCI-H522: NCI-H522 lung cancer | 78,000 tested, 8% active | AID 1794739
COLO 205: COLO 205 colon cancer; 79,000 tested, 7.3% active; AID 1794742
NCI-H460: NCI-H460 lung cancer. 82,000 tested, 6.8% active. AID 1794736
HCT-116: HCT-116 colon cancer | 82,000 tested, 7.3% active | AID 1794798
NCI-H322M: NCI-H322M lung cancer. 80,000 tested, 2.7% active. AID 1794733
NCI-H226: NCI-H226 lung cancer; 79,000 tested, 3.5% active; AID 1794732
The depositor's hits bear a star; · = not tested or not shown; & = joins results of further samples; [ ] = another dose, or the depositor's remark. How the source made its calls: active means growth percent below 10; inactive means the rest.

SMILES | HCT-15 | NCI/ADR-RES | HT29 | NCI-H522 | COLO 205 | NCI-H460 | HCT-116 | NCI-H322M | NCI-H226
C(=N\N=C\c1ccccc1)/c1ccccc1 | 93 | 102 | 104 | 97 | 119 | 104 | 102 | 111 | 98
COc1ccc(Cl)cc1Nc1nc(C(F)(F)F)ccc1C(=O)N/N=C/c1ccccc1Cl | 0.9* | 0.2* | 9.3* | -14* | -59* | 4.2* | 14 | 1.3* | 17
C=C1C(=O)O[C@@H]2[C@@H]3O[C@@](C)(CC/C=C(\C)CCC[C@@H]2C)[C@H](O)C[C@@H]13 | 39 | 37 | 32 | -17* | 47 | 90 | -4.0* | 97 | 66
O=C1CN2Cc3c(ccc(Cl)c3Cl)N=C2N1 | 96 | 97 | 92 | 83 | 98 | 99 | 92 | 99 | 99
O=C(NNC(=O)c1ccc2ccccc2c1)c1ccc(Cl)cc1 | 102 | 105 | 105 | 91 | 101 | 108 | 105 | 106 | 100
CC(C)N(C)S(=O)(=O)O[C@@H]1C(=O)N(c2cc3c4ccccc4ccc3c3ccccc23)[C@H]1c1ccc(F)cn1 | 103 | 100 | 89 | 61 | 110 | 104 | 87 | 96 | 83
CCCCCCCCCCCCSC#N | 110 | 106 | 108 | 97 | 107 | 109 | 104 | 97 | 102
N#Cc1c(-c2ccco2)nc(SCC(=O)Nc2cccc(Cl)c2)[nH]c1=O | 104 | 30 | 103 | 82 | 93 | 116 | 104 | 108 | 107
CCOC(=O)Cc1cnn(C)c1NC(=O)c1ccc(Cl)cc1NC(C)=O | 110 | 106 | 110 | 95 | 110 | 119 | 101 | 79 | 99
C[N+]1=C(/C=C/c2ccc(O)c3ncccc23)C(C)(C)c2ccccc21 | 25 | 15 | 97 | 52 | 36 | 33 | 10 | 97 | 15
N#Cc1c(-c2ccccc2)[nH]c(=S)n(N=O)c1=O | 101 | 120 | 114 | 102 | 117 | 136 | 117 | 145 | 94
NS(=O)(=O)c1ccc(NC(=O)c2csc(-c3ccc([N+](=O)[O-])cc3)n2)cc1 | 99 | 104 | 80 | 77 | 114 | 94 | 107 | 105 | 96
CCCCCCCCCCCCCCCC(=O)NCCCC[C@@H](NC(=O)[C@@H](C)NC(=O)[C@@H](CCCCN)NC(=O)[C@@H](C)NC(=O)[C@@H](CC(C)C)NC(=O)[C@@H](CCCCN)NC(=O)[C@@H](C)NC(=O)[C@@H](CC(C)C)NC(=O)[C@@H](CCCCN)NC(=O)[C@@H](CCCCN)NC(=O)[C@@H](C)NC(=O)[C@@H](CC(C)C)NC(=O)[C@@H](CCCCN)NC(=O)[C@@H](C)NC(=O)[C@@H](CC(C)C)NC(=O)[C@@H](CCCCN)NC(=O)CCCCCN)C(N)=O | 109[7.25 µM] | 111[7.25 µM] | 92[7.25 µM] | 84[7.25 µM] | 112[7.25 µM] | 107[7.25 µM] | 92[7.25 µM] | 108[7.25 µM] | 100[7.25 µM]
CNC(C)=O | 105 | 102 | 95 | 89 | 99 | 106 | 105 | 92 | 95
C#CC[C@@H]1C[C@]2(C)[C@H]3CC[C@@H]4[C@H]5[C@H](C(=C)C)CC[C@]5(C(=O)O)CC[C@@]4(C)[C@]3(C)CC[C@H]2C(C)(C)[C@H]1O | 32 | 44 | 36 | 62 | 83 | 10 | 9.2* | 67 | 29
COc1ccc(-c2nnc(SCC(=O)N3CCN(c4cc5c(cc4F)c(=O)c(C(=O)O)cn5C4CC4)CC3)n2-c2ccccc2)cc1 | 98 | 106 | 81 | 37 | 103 | 84 | 68 | 100 | 93
Cc1nn(-c2ccc(C#N)cc2)c2nc3c(nc12)C(=O)C(=O)c1ccccc1-3 | 100 | 94 | 104 | 93 | 123 | 107 | 97 | 108 | 105
c1csc(C2Nc3ccccc3N2)c1 | 96 | 104 | 101 | 78 | 102 | 103 | 102 | 86 | 94
O=C(N/N=C/[C@H](O)[C@@H](O)[C@@H](O)[C@H](O)CO)c1ccc(NC(=O)c2cccnc2)cc1 | 105 | 106 | 111 | 96 | 110 | 108 | 108 | 103 | 106
Cc1ccc2ncccc2c1 | 114 | 110 | 101 | 87 | 119 | 108 | 98 | 115 | 100
COc1ccc(/C(C)=C(\c2ccc(Cl)cc2)c2ccc(OCCN3CCOCC3)cc2)cc1F | 83 | 100 | 44 | 97 | 86 | 100 | 76 | 113 | 103
CCCCNC(=O)c1ccc(Cn2c(CCCC)nc3c(N)nc4ccccc4c32)cc1 | 71 | 85 | 82 | 87 | 97 | 94 | 64 | 88 | 94
CN1CCc2c(sc3nc4n(-c5ccc(Cl)cc5)cnn4c(=O)c23)C1 | 104 | 104 | 91 | 94 | 98 | 124 | 98 | · | 92
Cc1c(C(=O)NCCC(=O)NO)sc2ncnc(Nc3ccccc3)c12 | 95 | 97 | 105 | 91 | 111 | 101 | 106 | 99 | 89
Cc1cc(C)c2c(/C=N\Nc3nc(-c4ccc(Cl)cc4Cl)cs3)cc(=O)oc2c1 | 102 | 106 | 83 | 77 | 125 | 99 | 93 | 101 | 108

8 neighbouring compounds from above:
SMILES | HCT-15 | NCI/ADR-RES | HT29 | NCI-H522 | COLO 205 | NCI-H460 | HCT-116 | NCI-H322M | NCI-H226
C(=N\N=C\c1ccccc1)/c1ccccc1 | 93 | 102 | 104 | 97 | 119 | 104 | 102 | 111 | 98
COc1ccc(Cl)cc1Nc1nc(C(F)(F)F)ccc1C(=O)N/N=C/c1ccccc1Cl | 0.9* | 0.2* | 9.3* | -14* | -59* | 4.2* | 14 | 1.3* | 17
C=C1C(=O)O[C@@H]2[C@@H]3O[C@@](C)(CC/C=C(\C)CCC[C@@H]2C)[C@H](O)C[C@@H]13 | 39 | 37 | 32 | -17* | 47 | 90 | -4.0* | 97 | 66
O=C1CN2Cc3c(ccc(Cl)c3Cl)N=C2N1 | 96 | 97 | 92 | 83 | 98 | 99 | 92 | 99 | 99
O=C(NNC(=O)c1ccc2ccccc2c1)c1ccc(Cl)cc1 | 102 | 105 | 105 | 91 | 101 | 108 | 105 | 106 | 100
CC(C)N(C)S(=O)(=O)O[C@@H]1C(=O)N(c2cc3c4ccccc4ccc3c3ccccc23)[C@H]1c1ccc(F)cn1 | 103 | 100 | 89 | 61 | 110 | 104 | 87 | 96 | 83
CCCCCCCCCCCCSC#N | 110 | 106 | 108 | 97 | 107 | 109 | 104 | 97 | 102
N#Cc1c(-c2ccco2)nc(SCC(=O)Nc2cccc(Cl)c2)[nH]c1=O | 104 | 30 | 103 | 82 | 93 | 116 | 104 | 108 | 107

Continued.
SMILES | HCT-15 | NCI/ADR-RES | HT29 | NCI-H522 | COLO 205 | NCI-H460 | HCT-116 | NCI-H322M | NCI-H226
O=C(NCc1ccccc1)C(F)(F)F | 119 | 111 | 107 | 101 | 123 | 109 | 106 | 106 | 99
c1ccc(CN=C(Nc2ccc(C3=NCCN3)cc2)c2cccc(C(=NCc3ccccc3)Nc3ccc(C4=NCCN4)cc3)c2)cc1 | 104 | 108 | 109 | 104 | 115 | 113 | 110 | 127 | 98
COc1ccc(-c2nnc(CNc3ccccc3C)o2)cc1 | 103 | 94 | 106 | 90 | 99 | 98 | 91 | 96 | 81
CCOC(=O)c1c(C(=O)c2cn(C)c3ccc(Br)cc23)c(-c2cn(C)c3ccc(Br)cc23)n(NC(=O)OC(C)(C)C)c1C | 89[100 µM] | 85[100 µM] | 90[100 µM] | 90[100 µM] | 98[100 µM] | 81[100 µM] | 54[100 µM] | 89[100 µM] | 90[100 µM]
ClC(Cl)=C(c1ccccc1)c1ccccc1 | 122 | 102 | · | 94 | 112 | 121 | 112 | 138 | 111
COc1cc(C2NC(=S)NC(C)=C2C(=O)OC(C)C)ccc1O (stereo not drawn) | 98 | 100 | 114 | 89 | 115 | 105 | 100 | 102 | 102
c1ccc2c(c1)Cc1ccccc1N2CCN1CCCCC1 | 94 | 88 | 74 | 75 | 82 | 107 | 57 | · | 103
COc1ccc(C(=O)/C=C/c2cc(-c3cc4ccccc4o3)n(-c3ccccc3)n2)cc1 | 101 | 103 | 103 | 100 | 121 | 109 | 107 | 98 | 100
CN1CCN(c2ccc(Nc3nc(NCCCNS(=O)(=O)c4ccccc4)c4sccc4n3)cc2)CC1 | 27 | 86 | -27* | 45 | 49 | 37 | 17 | 80 | 111
CCN(CC)Cc1ccc(Nc2ccnc3cc(Cl)ccc23)cc1O | 56 | 87 | 34 | 78 | 77 | 97 | 59 | 100 | 87
N#Cc1c(-c2ccc(Br)cc2)n2c(nc1=O)SC(=O)C2 | 107 | 103 | 112 | 104 | 120 | 108 | 104 | 113 | 95
O=C(OCC(O)(CO)C(=O)NC12CC3CC(CC(C3)C1)C2)c1ccc(Cl)cc1 (stereo not drawn) | 104 | 99 | 95 | 88 | 102 | 105 | 100 | 103 | 89
Cc1cc(O)cc2c1[C@]1(C)CCC3C(C)(C)CCC[C@]3(C)[C@H]1C2 (stereo partly drawn) | 105 | 103 | 103 | 102 | 158 | 117 | 108 | 134 | 107
CCOC(=O)/C=C1\SC(=Nc2ccc(C#N)cc2)N(CCN2C(=O)/C(=C/C(=O)OCC)SC2=Nc2ccc(C#N)cc2)C1=O | 2.6* | 44 | 16 | 36 | 19 | 32 | 4.6* | 87 | 93
COC(=O)[C@]1(C)CCC[C@]2(C)[C@H]3C[C@H]4C(C(C)C)=C[C@]3(CC[C@H]21)[C@@H]1C(=O)CC[C@H](OCCC#N)[C@@H]14 | 85 | 78 | 70 | 90 | 85 | 95 | 78 | 106 | 74
CC(C)N1CCC(=O)NC1=O | 110 | 112 | 104 | 100 | 110 | 119 | 104 | 106 | 108
COc1cc(CNC(=O)CCCC/C=C/C(C)C)ccc1OCc1cn(-c2ccc(Cl)c(Cl)c2)nn1 | 71 | 81 | 98 | 81 | 107 | 86 | 48 | 101 | 87
O=C(CCSc1nnc2n(Cc3ccccc3)c(=O)c3c4c(sc3n12)CCCC4)N1CCOCC1 | 96 | 98 | 98 | 77 | 91 | 100 | 94 | · | 93
COc1ccc(C2=NN(C=O)C(c3sc(N(C)Cc4ccccc4)nc3Cl)C2)cc1 (stereo not drawn) | 95 | 80 | 87 | 54 | 119 | 92 | 70 | 87 | 77
Nc1nc(-c2cnccn2)nn1-c1nc2ccccc2s1 | 103 | 101 | 100 | 88 | 111 | 104 | 93 | 103 | ·
COc1ccc(-c2nc3sccn3c2/C=C/C(=O)c2c[nH]c3ccccc23)cc1 | 61 | 59 | 80 | 56 | 102 | 70 | 70 | 64 | 67
COc1ccc(C(=O)N2C(=O)CCC2=O)cc1 | 107 | 100 | 100 | 91 | 114 | 111 | 96 | 98 | 105
COc1ccc(-n2c(SCC(=O)Nc3ccc(-c4nc5ccc([N+](=O)[O-])cc5[nH]4)cc3)nc3ccccc3c2=O)cc1 | 79 | 99 | 92 | 45 | 75 | 90 | 87 | 73 | 65
N#C/C(=C\c1c(-c2ccccc2)[nH]c2ccccc12)C(N)=O | 56 | 78 | 67 | 83 | 93 | 92 | 77 | 104 | 95
c1cc(Cc2ccsc2)cs1 | 109 | 103 | 98 | 81 | 104 | 107 | 105 | 106 | 100

New compounds follow
SMILES | HCT-15 | NCI/ADR-RES | HT29 | NCI-H522 | COLO 205 | NCI-H460 | HCT-116 | NCI-H322M | NCI-H226
CC(=O)Nc1cc2c3ccccc3n(C)c2cc1[N+](=O)[O-] | 86 | 104 | 100 | · | 101 | 103 | 108 | 129 | 100
O=C(/C=C/c1ccc(F)cc1)Nc1ncc(Cc2ccc(F)cc2)s1 | 26 | 36 | 14 | 19 | 24 | 17 | 29 | 41 | 70
Cc1[nH]c(C(=O)Nc2cccc(OC3CCNCC3)c2)c(Cl)c1Cl | 51 | 89 | -36* | 99 | -35* | 77 | 46 | 85 | 91
O=Cc1ccc(F)cc1 | 93 | 107 | 103 | 98 | 111 | 94 | 101 | 91 | 95
CC(C)c1nc2ccccc2n1Cc1n[nH]c(=S)o1 | 93 | 99 | 96 | 90 | 110 | 94 | 102 | 91 | 88
c1cnc(Nc2nc3c(s2)CCc2c[nH]cc2-3)nc1 | 103&105 | 90&92 | 109&106 | 83&85 | 110&105 | 98&98 | 96&89 | 89&92 | 83&80
COc1ccc(C(=O)OC2C(OC3C(O)COC(O[C@H]4C[C@H]5[C@@H]6CC=C7C[C@@H](O)CC[C@]7(C)[C@H]6CC[C@]5(C)[C@H]4[C@H](C)C(=O)CCC(C)C)C3OC(N)=O)OCC(O)C2O)cc1 (stereo partly drawn) | 6.1* | 86 | 5.0* | -69* | -58* | -36* | -7.4* | 54 | -1.2*
CC(=O)Nc1ccc2oc(C(=O)c3ccccc3)c(C)c2c1 | 102 | 97 | 99 | 92 | 114 | 107 | 113 | · | 102
CC1CCCC12NC(=O)NC2=O (stereo not drawn) | 107 | 114 | 111 | · | 103 | 116 | 108 | 105 | 104
CC(C)CCCC(C)N (stereo not drawn) | 109&104 | 118&103 | 91&102 | 104 | 112&113 | 125&113 | 106&106 | 121 | 93&106
Cc1ccc(-c2cc(-c3ccccc3)n(-c3ccccc3)n2)cc1 | 106 | 101 | 97 | 79 | 112 | 104 | 30 | 97 | 98
NCCCNc1nc2ccccc2c2c(=O)c3cccc(Cl)c3sc12 | -80* | 29 | -63* | -48* | -51* | -75* | -92* | 22 | 60
Cc1nn(-c2ccccc2)cc1/C=C1\SC(=S)N(CC(=O)O)C1=O | 113 | 104 | 104 | 95 | 120 | 110 | 105 | 110 | 105
COc1ccc(C2Nc3nc(OC)n(C)c(=O)c3N=C3c4ccccc4C(=O)C32)cc1 (stereo not drawn) | 88 | 98 | 113 | 95 | 104 | 97 | 95 | 106 | ·
Nc1ncnc2c1cnn2-c1ccc(Cl)cc1 | 98 | 107 | 101 | 101 | 102 | 100 | 97 | 94 | 86
Fc1ccc(C(=S)Nc2ccccc2Cl)cc1 | 101 | 103 | 106 | 95 | 110 | 105 | 103 | 99 | 99
